STK33 kinase inh – inhibitors of human STK33 kinase. Q9BYT3. purified STK33, MBP phosphorylation, ADP-Glo luminescence. inhibition, % at 10 µM. 0.073% of 320,000 active;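 active = inhibition at or above 25%, using the most active replicate where run in duplicate; inactive = inhibition below 25%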
Target sequence (Q9BYT3 whole entry, looked up): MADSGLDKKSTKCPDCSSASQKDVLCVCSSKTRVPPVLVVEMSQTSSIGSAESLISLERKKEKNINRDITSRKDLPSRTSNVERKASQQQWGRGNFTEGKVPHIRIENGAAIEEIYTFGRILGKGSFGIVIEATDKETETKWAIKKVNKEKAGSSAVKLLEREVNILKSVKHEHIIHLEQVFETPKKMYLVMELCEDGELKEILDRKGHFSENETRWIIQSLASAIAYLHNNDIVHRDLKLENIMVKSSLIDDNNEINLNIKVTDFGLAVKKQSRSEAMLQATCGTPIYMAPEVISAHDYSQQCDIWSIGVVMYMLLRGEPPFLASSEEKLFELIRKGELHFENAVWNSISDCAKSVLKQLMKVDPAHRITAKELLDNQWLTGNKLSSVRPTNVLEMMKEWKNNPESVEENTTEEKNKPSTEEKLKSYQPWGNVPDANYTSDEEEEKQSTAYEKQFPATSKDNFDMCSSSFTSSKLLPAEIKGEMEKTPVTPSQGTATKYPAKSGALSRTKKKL
Kir21 block – blocks the mouse Kir2.1 inward-rectifier potassium channel | P35561 | HEK293-Kir2.1, FluxOR thallium flux fluorescence; hits give low values | B-score at 10 µM | 0.85% of 310,000 active | AID 1672;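 active = fluorescence ratio B-score at or below minus 3 SD of library scores, with starting-brightness B-score within 2 SD, cut at about -4.2 in these data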;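 note: channel flux triggered by added potassium and thallium sulfate stimulus; B-score of peak minus minimum fluorescence over baseline after thallium stimulus; more negative B-score means stronger Kir2.1 block with less thallium influx; some compounds called inactive have numbers as strong as hits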
Target sequence (P35561 whole entry, looked up): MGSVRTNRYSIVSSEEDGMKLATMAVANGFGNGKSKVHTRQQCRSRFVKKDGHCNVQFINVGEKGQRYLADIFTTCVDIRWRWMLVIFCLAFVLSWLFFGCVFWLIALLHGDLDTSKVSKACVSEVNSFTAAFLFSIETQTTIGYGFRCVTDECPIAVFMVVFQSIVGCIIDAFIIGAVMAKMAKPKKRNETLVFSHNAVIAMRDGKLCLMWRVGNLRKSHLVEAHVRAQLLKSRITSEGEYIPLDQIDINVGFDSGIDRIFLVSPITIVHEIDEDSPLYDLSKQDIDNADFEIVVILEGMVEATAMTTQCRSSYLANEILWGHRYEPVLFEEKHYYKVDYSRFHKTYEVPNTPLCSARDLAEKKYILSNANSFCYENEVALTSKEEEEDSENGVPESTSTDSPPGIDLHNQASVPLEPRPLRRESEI
* marks the source's active call; other numbers are inactive results; / = no result given.

Preview (2 entries):
SMILES	STK33 kinase inh	Kir21 block
COc1ccc(Nc2nc(-c3ccccc3)nc3ccccc23)cc1	-0.2	0.6
COc1ccc(CC(=O)Nc2ccccc2C(C)=O)cc1S(=O)(=O)N1CCOCC1	/	0.03

This part in full, previewed entries included:
SMILES	STK33 kinase inh	Kir21 block
COc1ccc(Nc2nc(-c3ccccc3)nc3ccccc23)cc1	-0.2	0.6
COc1ccc(CC(=O)Nc2ccccc2C(C)=O)cc1S(=O)(=O)N1CCOCC1	/	0.03
C=CCn1c(Cc2ccc(OC)cc2)nnc1SCC(N)=O	-1.1	1.44
CC(=O)NCCc1ccc(C(=O)Cn2cnc3ccccc3c2=O)cc1	-1.3	0.87
COc1cc(N=c2c([N+](=O)[O-])nn(-c3ccc4c(c3)OCCO4)n2O)cc(OC)c1	/	0.09
CNC(=O)c1cc(S(=O)(=O)NC2CCCCCC2)ccc1C	/	0.53
NC(=O)C1CCN(C(=O)C2c3ccccc3C(=O)N3CCc4ccccc4C23)CC1 (stereo not given)	0.8	-0.17
Fc1cccc2sc(Nc3nc4cc5c(cc4s3)OCO5)nc12	1.0	0.95
CCN(CC)CCOC(=O)c1ccc(NC(=O)C2(c3ccccc3)CCCC2)cc1	0.2	-2.66
Cc1ccc(NC(=O)CN(C)C(=O)CNC(=O)c2sc3ccccc3c2Cl)cc1	-1.0	-0.03
O=C(CN1CCN(c2ccc(F)cc2)CC1)Nc1ccc(F)c(F)c1	1.1	0.09
CCCn1cc(NC(=O)c2cc3n(n2)C(C(F)(F)F)CC(c2ccccc2)N3)cn1 (stereo not given)	-0.4	-0.07
O=C(c1ccccc1F)N1CCN(C2CCC(c3ccccc3)CC2)CC1 (stereo not given)	-2.2	0.09
COc1ccc(CCN2C(=O)N(c3ccc(OC)cc3)C(=O)C2CC(=O)Nc2ccccc2)cc1 (stereo not given)	5.2	0.09
O=S(=O)(c1ccc(Cl)cc1)N(CCCN1CCOCC1)Cc1cccs1	0.9	0.01
O=C(Cn1cnc2ccccc2c1=O)NCC(=O)N1CCN(c2ccccn2)CC1	-0.2	/
COc1ccc(NC(=O)C2CC(c3cc(OC)c(OC)c(OC)c3)=NO2)cc1OC (stereo not given)	-1.1	-0.65
Cc1cccc(/N=C/c2c(O)cc(C)oc2=O)n1	-1.9	-2.08
CSc1nc2ccc(NC(=O)NC(=O)c3c(F)cccc3F)cc2s1	0.5	1.41
COc1cc2[nH]c3c(OC)ncnc3c2cc1OC	4.2	0.77
Cc1ccc(CN2CCN(Cc3cc(=O)c4ccccc4[nH]3)CC2CCO)o1 (stereo not given)	-1.1	1.21
COc1cc(/C=N/NC(=O)c2[nH]nc3c2CCc2ccccc2-3)ccc1O	1.0	1.61
CCOc1ccc(CCNC(=O)Cn2c(-c3nonc3N)nc3ccccc32)cc1OCC	-0.2	/
CC1c2cc3c(cc2CCN1S(=O)(=O)c1ccccc1)OCCCO3 (stereo not given)	-0.2	0.01
CC1CC(C)CN(S(=O)(=O)c2ccc(C(=O)NCc3ccco3)cc2)C1 (stereo not given)	-0.7	0.32
More entries.
SMILES	STK33 kinase inh	Kir21 block
CC(Sc1n[nH]c(N)n1)C(=O)Nc1cccc(S(=O)(=O)N2CCOCC2)c1 (stereo not given)	-1.9	-0.51
Cc1ccc(OCC(=O)NC(C)c2ccccc2)cc1 (stereo not given)	-0.5	-0.08
Cc1ccc(C(=O)CCC(=O)Nc2ccccc2C)c(C)c1	1.0	0.63
COc1ccc(CCN2CC(C(=O)O)CC2=O)cc1OC (stereo not given)	-3.3	-0.01
CC(C)COP(=O)(OCC(C)C)C(Nc1ccccc1)c1ccc2c(c1)OCO2 (stereo not given)	-1.8	0.04
C=CCNc1ncnc2ccc(Br)cc12	13.7	-0.62
Cc1cc(C)c2c(N)c(C(=O)NCC3CCCCC3)sc2n1	0.5	-0.65
CCn1c(N)c(C(=O)NCc2ccc3c(c2)OCO3)sc1=S	1.4	2.23
CCc1ccc(CC(=S)N2CCOCC2)cc1	-0.1	-0.81
CCc1cc(C(=O)c2ccc(C)cc2)c(NC(=O)CCl)s1	-1.4	-0.91
CCC1CCCN1Cn1cnc2c([nH]c3ccc(C)cc32)c1=O (stereo not given)	1.5	-2.17
Cc1ccc(-c2cc(C(=O)N/N=C/c3c(C)nn(-c4ccccc4)c3C)n[nH]2)s1	/	1.36
CC(=O)Nc1ccc(NS(=O)(=O)c2ccccc2)cc1	-1.1	-0.01
O=C(NCCNS(=O)(=O)c1ccccc1)c1ccc([N+](=O)[O-])cc1	-0.4	0.01
COc1ccc(N2CCN(C(=O)C3CCN(S(=O)(=O)c4ccc(C)cc4)CC3)CC2)cc1	-0.5	2.59
CCOCCCNC(=O)c1ccc(/C=C2\Oc3ccccc3N(C)C2=O)cc1	0.0	0.11
CC(C)[C@]1(c2ccccc2)ON(c2ccccc2C(F)(F)F)C1=O	-1.2	/
CCn1c(CC(=O)Nc2ccc(C)c(Cl)c2)nnc1SCCOc1ccc(OC)cc1	0.8	-0.49
Cc1noc(C)c1S(=O)(=O)N1CCCC(C(=O)NCCC2=CCCCC2)C1 (stereo not given)	-1.5	-0.44
COc1ccccc1CCNS(=O)(=O)c1cc2c3c(c1)CCN3C(=O)CC2	-2.3	-0.49
O=C(O)c1c[nH]c2c(C(F)(F)F)cccc2c1=O	-0.6	-1.19
CC(C)N1CCC(N2CCN(Cc3ccc4nonc4c3)CC2CCO)CC1 (stereo not given)	1.8	-1.03
O=C(N/N=C/c1ccncc1)c1cccc(S(=O)(=O)Nc2ccc(Cl)cc2)c1	-0.1	0.64
O=C(CSc1nc2ccccc2c(=O)n1CCCN1CCOCC1)Nc1ccc(Br)cc1	1.4	/
O=C(CCC1CCCC1)NNC(=O)c1ccc(F)cc1	0.1	/
The list goes on.
SMILES	STK33 kinase inh	Kir21 block
O=C(c1cnc2ccc(Cl)cc2c1Cl)N1CCOCC1	/	-1.07
O=C1NC(c2ccc(Cl)cc2)Oc2ccccc21 (stereo not given)	0.3	-0.44
CC(C)C(NC(=O)c1ccccc1)C(=O)OCc1cc([N+](=O)[O-])cc2c1OCOC2 (stereo not given)	-1.5	-0.01
COc1ccc2oc(C(=O)NCc3ccco3)c(C)c2c1	0.9	0.88
CN(CC(=O)OCC(=O)NCc1ccccc1)S(=O)(=O)c1ccc(F)cc1	1.2	/
COc1cccc(CC(NC(C)=O)C(=O)NC2CCN(C(=O)Nc3ccc(C)cc3)CC2)c1 (stereo not given)	/	-0.46
COc1ccc(C(CNC(=O)c2ccco2)N2CCCC2)cc1 (stereo not given)	0.1	/
COc1cccc(/C=N/NC(=O)c2cc(C34CC5CC(CC(C5)C3)C4)[nH]n2)c1	-3.8	0.25
Cc1csc(SCC(=O)NC(=O)NC2CCCC2)n1	-0.1	0.62
CCOC(=O)c1c(NC(=O)CSc2nnc(-c3ccco3)o2)sc(C)c1C	-1.9	0.03
COc1cccc(N2CCN(C3CC(=O)N(c4ccc(C)c(Cl)c4)C3=O)CC2)c1 (stereo not given)	-1.4	1.05
Cc1ccc(S(=O)(=O)N2CCOCC2)cc1NC(=O)COC(=O)CCOc1ccc(C(C)(C)C)cc1	-1.0	1.49
COc1cccc(CNC(=O)C2CCN(c3nnc(N4CCCC4=O)s3)CC2)c1	-1.3	-0.06
CCC(=O)Nc1ccc(NC(=S)NC(=O)/C=C/c2ccco2)cc1	1.2	0.3
N#Cc1cccc(C(c2nnnn2C2CCCC2)N2CCC(Cc3ccccc3)CC2)c1 (stereo not given)	-0.9	0.11
O=C(NCc1ccc2c(c1)OCO2)c1ccc2c(c1)N(Cc1c(F)cccc1Cl)C(=O)CS2	0.2	0.32
CN(CC(=O)O)S(=O)(=O)c1ccc2oc3ccccc3c2c1	-0.9	-0.02
Oc1c(C(c2cccs2)N2CCN(c3ccccc3)CC2)sc2ncnn12 (stereo not given)	-0.3	-0.25
O=C(CO/N=C/c1ccccc1)Nc1c(F)c(F)c(F)c(F)c1F	-3.6	0.01
Cc1cccc(CS(=O)(=O)Cc2ccc(C(=O)NCCc3ccccc3)o2)c1	0.8	-0.78
COc1ccc(C2=NN(c3nc(-c4ccc(CNC(C)=O)cc4)cs3)C(c3ccco3)C2)cc1 (stereo not given)	-0.2	-0.45
C=CCN(c1ccc(Cl)cc1)S(=O)(=O)c1cccc(C(=O)O)c1	0.0	-0.04
CC(C)(C)n1nnnc1C(c1cccnc1)N1CCN(c2ccccc2F)CC1 (stereo not given)	-1.2	0.66
Cc1cccc2nc(CSc3nc4ccc([N+](=O)[O-])cc4[nH]3)cn12	1.7	-0.02
O=C(O)CC1(CC(=O)Nc2cc(F)ccc2Cl)CCCCC1	-0.8	0

Some of these compounds in order of SMILES length, falling.
SMILES	STK33 kinase inh	Kir21 block
Cc1ccc(S(=O)(=O)N2CCOCC2)cc1NC(=O)COC(=O)CCOc1ccc(C(C)(C)C)cc1	-1.0	1.49
CC(C)(C)n1nnnc1C(c1cccnc1)N1CCN(c2ccccc2F)CC1 (stereo not given)	-1.2	0.66
COc1ccc2oc(C(=O)NCc3ccco3)c(C)c2c1	0.9	0.88

Exported as comma-separated lines: two of the compounds above
SMILES,STK33 kinase inh,Kir21 block
COc1ccc(CCN2CC(C(=O)O)CC2=O)cc1OC (stereo not given),-3.3,-0.01
CC(C)COP(=O)(OCC(C)C)C(Nc1ccccc1)c1ccc2c(c1)OCO2 (stereo not given),-1.8,0.04

(continued)
SMILES	STK33 kinase inh	Kir21 block
O=C(Nc1ccccc1Cl)c1ccc(-c2ccccn2)s1	1.0	-1.8
O=C(N/N=C/c1ccco1)c1ccccc1OCc1ccc(Br)cc1	-0.7	2.08
CCCCNC(=O)Cc1c(OC)ccc2cc(Br)ccc12	-0.8	0.78
CC(C)(O)c1cn(-c2nonc2N)nn1	-0.2	-0.64
O=C(Nc1c(C(=O)O)[nH]c2ccc(F)cc12)c1cccc(C(F)(F)F)c1	1.2	0.78
Cc1cccc(OCc2nnc(SCC(=O)N3CC(=O)Nc4ccccc43)o2)c1	-1.8	-0.04
Cc1cccc(C)c1-n1c(C)cc(/C=N/NC(=O)CSc2ncccn2)c1C	1.5	-0.67
O=C(NNC(=O)c1cccs1)c1ccccc1	-1.5	1.22
Cc1nnc(SCCC(=O)Nc2ccc(F)cc2)s1	-0.2	0.65
CC(=O)Nc1ccc(NC(=O)CSc2nnnn2-c2ccc3c(c2)OCCO3)cc1	-1.5	-0.07
Cn1cc(CN2CCN(Cc3ccccc3)CC2)c(-c2cccc(Cl)c2)n1	-1.2	-1.95
Cc1ccc(CN2CCSc3ccc(C(=O)NCCCN4CCN(C)CC4)cc32)cc1	-1.2	-1.44
O=C(O)CC(C(=O)N(c1ccccc1)c1ccccc1)N1CCOCC1 (stereo not given)	-0.9	-1.34
O=C(Nc1cccc(Cl)c1)c1nc[nH]c1C(=O)N1CCN(c2ccccc2)CC1	-2.9	/
Cc1nc(-c2ccc(S(=O)(=O)Nc3cccc(Cl)c3)cc2)co1	-1.5	-0.84
COc1cc2cc(C[C@H](C)O)oc(=O)c2cc1OC	0.5	/
COc1ccc(/C=C/C(=O)c2ccc([N+](=O)[O-])o2)cc1OC	-1.1	-1.7
CCN(CC)CCNC(=O)c1ccc(NC(=O)c2c(C)nn(-c3ccc(F)cc3)c2Cl)cc1	-3.5	0.17
CCC(c1nnc(SCC(=O)N2CC3(C)CC2CC(C)(C)C3)o1)N(C)C (stereo not given)	0.0	-1.03
COc1ccc(C2(NC(C)=O)CCN(Cc3cccnc3)CC2)cc1	-1.9	0.14
Cc1[nH]c2ccccc2c1N=Nc1cccc(C(=O)O)c1	-1.4	0.88
NC(=O)C1CCN(c2nc(-c3ccccc3C(F)(F)F)cs2)CC1	0.0	/
O=C(NCCc1cn2ccccc2n1)C1CCCCC1	-1.9	-0.28
Cc1ccc(-c2[nH]c3ccccc3c2SCCN)cc1	2.0	-2.78
Cc1c(/C(O)=C2\C(=O)C(=O)N(CCN(C)C)C2c2ccco2)cnn1-c1ccccc1 (stereo not given)	-0.2	-2.3

Fetched by compound from the entries so far, 2 records:
SMILES	STK33 kinase inh	Kir21 block
Cc1ccc(CN2CCSc3ccc(C(=O)NCCCN4CCN(C)CC4)cc32)cc1	-1.2	-1.44
Cc1c(/C(O)=C2\C(=O)C(=O)N(CCN(C)C)C2c2ccco2)cnn1-c1ccccc1 (stereo not given)	-0.2	-2.3

(further entries)
SMILES	STK33 kinase inh	Kir21 block
COc1ccccc1OCCCOc1c(Cl)cc(C)cc1Cl	0.2	-1.4
Cn1c2ccccc2c2cc(C(=O)N3CCN(CCO)CC3)sc21	-1.3	0.25
NC(=S)N/N=C/c1ccc2c(c1)OCCO2	1.3	0.41
CC(C(=O)N1CCC(C(N)=O)CC1)N(c1ccc(Oc2ccccc2)cc1)S(C)(=O)=O (stereo not given)	0.5	-0.54
CCCNC(=O)C1CC(c2cccc(F)c2)=NO1 (stereo not given)	-1.7	1.32
O=C(CN1C(=O)c2cccc3cccc1c23)N1CCN(c2ccc(F)cc2)CC1	0.1	1.51
CCS(=O)(=O)NCCc1csc(C)n1	-2.4	-1.72
C/C(=N\NC(=O)c1ccc(Cl)cc1)c1cccc(NC(=O)C(C)C)c1	-0.7	-0.61
Cc1nc(NC(C)c2ccccc2)sc1C(=O)Nc1ccccc1 (stereo not given)	0.3	-0.76
O=C1N(CN2CCC3(CC2)OCCO3)c2ccccc2C12OCCCO2	0.5	-0.42
O=C(CCNc1n[nH]c(=O)[nH]c1=O)N/N=C/c1ccccc1Br	-0.4	0.06
CCOC(=O)c1c(-c2ccc(F)cc2)csc1NC(=O)C1CCCO1 (stereo not given)	-1.4	-0.13
CCOc1ccc(NS(=O)(=O)c2ccc(C(=O)NCC(c3ccco3)N3CCCC3)cc2)cc1 (stereo not given)	0.7	/
CCOC(=O)c1c(N)c(C#N)nn1-c1ccccc1C(=O)OC	/	-0.53

Screening results as filed in PubChem.

Rows are unselected; any-hit rate near 0.84%.
